Screening data as filed in PubChem.
Tau fibril FP = qHTS for Inhibitors of Tau Fibril Formation, Fluorescence Polarization. Microtubule-associated protein tau (Homo sapiens), P10636. Potency, µM (top dose mostly 57.7 µM), inactives show at the top dose activity, negative = inhibition, actives largely listed as inhibitors. K18 P301L tau heparin fibrillization, Alexa594 FP, 6 h. AID 1468, 2008. 280,000 tested, 0.39% active; note: % is set by controls: 0 for no effect and ±100 for the full control effect; nearly all actives have a fitted effect of over 55% in size
Target sequence (P10636 561-689 P618L limits assumed): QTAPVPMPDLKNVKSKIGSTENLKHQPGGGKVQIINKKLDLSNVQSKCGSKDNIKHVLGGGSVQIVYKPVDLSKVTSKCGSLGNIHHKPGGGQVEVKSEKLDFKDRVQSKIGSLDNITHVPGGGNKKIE
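Recombinant K18 P301L […], labeled with Alexa 594 at 0.24 uM over 15 uM unlabeled; heparin inducer 20 uM final; 37 C, 6 hr; FP endpoint.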
HTT ATP protect = qHTS Multiplex Assay to Identify Dual Action Probes in a Cell Model of Huntington: Cytoprotection (ATP) | PC12 HTT-Q103 induced, cytoprotection, ATP luminescence, 40 h | 230,000 tested, 0.14% active | Potency, µM (titrated, usually from 56.4 µM), for the others: cytoprotection (ATP increase), actives largely listed as activators;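 note: % of control where 0% means no effect; nearly all actives have a fitted effect of over 45% in size; toxic huntingtin expression switched on by the ecdysone agonist tebufenozide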
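Quantitative HTS on tebufenozide-induced (100 nM) PC12 cells expressing HTTQ103 exon 1–GFP; compounds tested as a concentration series; survival measured via cellular ATP.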
RECQ1 inh = qHTS Assay for Inhibitors of RecQ-Like Dna Helicase 1 (RECQ1) | ATP-dependent DNA helicase Q1 (Homo sapiens), P46063 | RECQ1 DNA unwinding, red fluorescence kinetic read | Potency, µM (series often up to 57.3 µM), without a hit: at the highest dose activity, negative = inhibition, hits mostly inhibitors | 240,000 tested, 0.54% active | AID 2549, 2010;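 note: plate controls were vehicle for no effect and no enzyme for full effect; nearly all actives have a fitted effect of over 30% in size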
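RECQ1T1 50 nM; forked duplex (20 bp + 30-nt ss tails) 200 nM, ATP 2 mM final; pH 8.0, 2 mM MgCl2, 2.5 ug/ml poly(dI-dC); 15 min compound preincubation; discontinuous kinetic read over 2 h at RT.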
L3MBTL1 inh = qHTS Assay for the Inhibitors of L3MBTL1; AID 485360, 2010; AlphaScreen L3MBTL1–H3K9me1 peptide binding; 230,000 tested, 0.66% active; Potency, µM (titrated, usually from 57.1 µM), for the others: at the highest dose activity, negative = inhibition, hits mostly inhibitors; note: % is set by controls: 0 for no effect and ±100 for the full control effect; nearly all actives have a fitted effect of over 60% in size
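First, the protein-peptide complex forms for 30 min at room temperature (L3MBTL1 50 nM, biotinylated H3K9me1 peptide 75 nM). Next, compounds are pin-transferred and incubated 30 min. Finally, AlphaScreen beads are added and read after 30 min.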
Tau fluor cs = Counterscreen qHTS for Inhibitors of Tau Fibril Formation, Fluorescence Polarization. Potency, µM (highest dose often 57.7 µM), for inactives: at the highest dose activity change, negative = decrease. 280,000 tested, 0.93% active. AID 1463, 2008. tau K18 P301L Alexa594 fluorescence, heparin fibrillization; note: % is set by controls: 0 for no effect and ±100 for the full control effect; nearly all actives have a fitted effect of over 55% in size
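Human tau K18 P301L (15 uM unlabeled, 0.24 uM Alexa 594-labeled) in 100 mM sodium acetate pH 7 with 20 uM heparin, 6 hr at 37 C. ThT 30 uM added, 1 hr ambient; Alexa 594 FP and total fluorescence read at 555/632 nm.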
TRb-SRC2 inh = qHTS for Inhibitors of the Interaction of Thyroid Hormone Receptor and Steroid Receptor Coregulator 2. Potency, µM (top dose mostly 106 µM), without a hit: at the top dose activity change, negative = inhibition, hits mostly inhibitors. TRbeta-SRC2 peptide binding, fluorescence polarization; receptor liganded with 1 µM T3. 280,000 tested, 0.065% active. Thyroid hormone receptor beta (Homo sapiens), P10828. AID 1469, 2008;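 note: plate controls were bound peptide for no effect and peptide without receptor for full effect; nearly all actives have a fitted effect of over 50% in size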
Target sequence (P10828 whole entry, looked up): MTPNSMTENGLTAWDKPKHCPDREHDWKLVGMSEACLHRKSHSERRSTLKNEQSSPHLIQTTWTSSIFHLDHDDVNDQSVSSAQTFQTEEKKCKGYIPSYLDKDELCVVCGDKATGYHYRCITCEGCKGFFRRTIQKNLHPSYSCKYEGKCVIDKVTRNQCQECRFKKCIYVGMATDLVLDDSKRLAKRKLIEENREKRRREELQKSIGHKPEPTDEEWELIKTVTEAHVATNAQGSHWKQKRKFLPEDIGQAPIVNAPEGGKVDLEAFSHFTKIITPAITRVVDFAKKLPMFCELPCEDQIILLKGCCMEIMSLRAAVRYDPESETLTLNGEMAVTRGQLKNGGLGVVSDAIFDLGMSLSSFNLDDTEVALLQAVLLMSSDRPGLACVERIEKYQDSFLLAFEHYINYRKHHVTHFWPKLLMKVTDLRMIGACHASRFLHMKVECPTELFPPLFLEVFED
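Polarization signal, normalized between peptide-alone and full complex controls, measured compound effects on T3-liganded human TRb LBD (0.6 uM) binding 20 nM Texas Red SRC2 peptide after 5 hr.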
TR SRC2 fluor cs = Total Fluorescence Counterscreen for Inhibitors of the Interaction of Thyroid Hormone Receptor and Steroid Receptor Coregulator 2; TRb/SRC2 Texas Red total fluorescence interference; Potency, µM (titrated, usually from 106 µM), inactives show top-dose fluorescence change, negative = quenching; 280,000 tested, 0.29% active; active = well fitted curve in either direction with a large enough effect; inconclusive = small, poorly fitted or top-dose-only effect; note: % is set by controls: 0 for no effect and ±100 for the full control effect
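Flags fluorescent or light-absorbing compounds by total fluorescence, S + 2P, at 555 nm excitation and 632 nm emission. Mixture: 20 nM Texas Red SRC2 peptide, 0.6 uM human TRb LBD, 1 uM T3, 5% DMSO; compound exposure 5 h at ambient temperature.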
Tau fibril ThT = qHTS for Inhibitors of Tau Fibril Formation, Thioflavin T Binding; Microtubule-associated protein tau (Homo sapiens), P10636; recombinant tau K18 P301L, heparin-induced fibrillization, ThT fluorescence; Potency, µM (titrated, usually from 57.4 µM), inactives show at the top dose activity, negative = inhibition, actives largely listed as inhibitors; 270,000 tested, 2.1% active; note: % is set by controls: 0 for no effect and ±100 for the full control effect; nearly all actives have a fitted effect of over 55% in size
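Fibril formation assay: tau K18 P301L at 15 uM with trace Alexa 594 label, heparin inducer 20 uM, pH 7 sodium acetate buffer, 37 C for 6 hr; endpoint ThT signal.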
An asterisk follows results filed as active; i = inactive; ? = inconclusive; . = not tested or not shown; & = joins results of further samples; [ ] = remark or other dose. Unless noted, calls come from the whole dose curve; as a rule, active = well fitted curve in the direction sought with a large enough effect; inconclusive = small, poorly fitted or top-dose-only effect, or another doubt; inactive = no such curve, though single readings can be large; an effect the other way counts as inactive or inconclusive. Potency is the fitted concentration of half-maximal effect.

Order of results: Tau fibril FP | HTT ATP protect | RECQ1 inh | L3MBTL1 inh | Tau fluor cs | TRb-SRC2 inh | TR SRC2 fluor cs | Tau fibril ThT
- COC(=O)c1[nH]c2ccccc2c1NC(=O)CN1CCN(c2cccc(Cl)c2)CC1
  0% | -16% | 9% | -13% | ? | 13% | 1% | -16%
- O=C(NC1CCCC1)C(c1ccncc1)N(Cc1ccco1)C(=O)c1ccc(-c2ccccc2)[nH]1 (configuration not stated)
  -8% | 8% | i | . | -15% | 3% | -1% | ?
- Cc1nc(-n2nnc(CO)c2CO)nc2c1CCC2
  -9% | 2% | -2% | 7% | -3% | -1% | -1% | -3%
- CN1CCN(C(=O)C2(NC(=O)Nc3ccccc3Cl)CCCCC2)CC1
  -3% | 10%[10 µM] | -4% | 6% | 1% | 0% | -4% | -1%
- CCOC(=O)Cn1cc(Cl)c(=O)c(Cl)c1
  7% | 10%[10 µM] | 1% | 9% | 8% | 4% | -6% | 8%
- O=C(CC1CC2CCC1C2)NCc1cccs1 (configuration not stated)
  -3% | -30%[10 µM] | i | . | -3% | -3% | 0% | -8%
- COc1ccc(CNC(=O)c2ccc(Br)o2)cc1
  0%[81.3 µM] | -89%[inhibitor] | -5% | 0% | -13%[81.3 µM] | -3%&3% | -33%&-1% | -5%[81.4 µM]
- CCNC(=O)c1ccccc1SCc1ccccc1
  -4% | -11% | i | 30%[activator] | 0% | -8% | -1% | 5%
- COc1ccccc1N(CC(=O)NCC1CCCO1)C(=O)CCC(=O)Nc1nccs1 (configuration not stated)
  8% | -3%[10 µM] | 1% | 7% | 5% | -1% | -5% | 6%
- Cc1c(C(=O)Nc2ccccc2)sc2nc[nH]c(=O)c12
  14% | 13%[10 µM] | 2% | 10% | -1% | 10% | 5% | -10%
- CCN(C(=O)COc1cc(=O)n(C)c2ccccc12)c1cccc(Cl)c1
  -8% | -2% | -1% | 2% | -1% | 1% | -2% | -5%
- Cc1c(C(=O)N2CCN(c3ccccn3)CC2)cccc1[N+](=O)[O-]
  6% | -36% | -12% | . | 2% | 3% | 0% | 0%
- Cc1ccc2nc(-c3ccc(N4C(=O)CC(N5CCC(C(N)=O)CC5)C4=O)cc3)sc2c1 (configuration not stated)
  -2% | -5%[10 µM] | -1% | 11% | -2% | 9% | 6% | -11%
- C=CCON/C(CCC)=C1\C(=O)C(C(=O)OC)C(C)(C)CC1=NC (configuration not stated)
  -7% | 2% | 13% | . | -6% | 3% | -1% | -3%
- CCOc1cc(C(=O)Nc2ccc(S(=O)(=O)Nc3cc(C)on3)cc2)cc(OCC)c1OCC
  2% | -30% | 7% | 4% | -7% | 0% | -4% | 4%
- Cc1nnc(SCc2ccc(C(=O)Nc3cc(Cl)ccc3C)cc2)s1
  -3% | . | -5% | 2% | -28% | 0% | -2% | ?
- COCC(C)n1c(SCC(=O)c2cc(C)n(C)c2C)nc2ccccc2c1=O (configuration not stated)
  0% | -14% | -14% | -27% | -24% | -1% | 1% | -7%
- CC(=O)NCCNC(=O)CCCc1nnc2n(C)c(=O)c3sccc3n12
  -10% | . | . | . | -11% | 0% | 0% | -7%
- COC1CCCN(Cc2cn(C)nc2-c2ccc(Oc3ccccc3)cc2)C1 (configuration not stated)
  -1% | -8% | -1% | -4% | -2% | -8% | -5% | -10%
- CCOC(=O)c1ccc(NC(=O)Nc2cccc(C)n2)cc1
  1% | . | i | -2% | 5% | 4% | 4% | -1%

The closing 5 records of the section before lead into the next:
Short forms – A = Tau fibril FP; B = HTT ATP protect; C = RECQ1 inh; D = L3MBTL1 inh; E = Tau fluor cs; F = TRb-SRC2 inh; G = TR SRC2 fluor cs; H = Tau fibril ThT
smiles: Cc1nnc(SCc2ccc(C(=O)Nc3cc(Cl)ccc3C)cc2)s1
  A: -3% | B: . | C: -5% | D: 2% | E: -28% | F: 0% | G: -2% | H: ?
smiles: COCC(C)n1c(SCC(=O)c2cc(C)n(C)c2C)nc2ccccc2c1=O (configuration not stated)
  A: 0% | B: -14% | C: -14% | D: -27% | E: -24% | F: -1% | G: 1% | H: -7%
smiles: CC(=O)NCCNC(=O)CCCc1nnc2n(C)c(=O)c3sccc3n12
  A: -10% | B: . | C: . | D: . | E: -11% | F: 0% | G: 0% | H: -7%
smiles: COC1CCCN(Cc2cn(C)nc2-c2ccc(Oc3ccccc3)cc2)C1 (configuration not stated)
  A: -1% | B: -8% | C: -1% | D: -4% | E: -2% | F: -8% | G: -5% | H: -10%
smiles: CCOC(=O)c1ccc(NC(=O)Nc2cccc(C)n2)cc1
  A: 1% | B: . | C: i | D: -2% | E: 5% | F: 4% | G: 4% | H: -1%
smiles: COc1ccc(CCNC(=O)COc2ccc(N(C)S(=O)(=O)c3ccc(C)cc3)cc2)cc1
  A: 3% | B: -8% | C: -16% | D: . | E: -8% | F: 0% | G: 2% | H: -6%
smiles: CC(Sc1nc2ccccc2o1)C(=O)O (configuration not stated)
  A: -3% | B: 1%[10 µM] | C: 0% | D: 2% | E: 3% | F: -2% | G: -3% | H: -2%
smiles: CC(=O)N(OCc1ccccc1)[C@@H]1c2cc(C#N)ccc2OC(C)(C)[C@H]1O
  A: 2% | B: -188%[inhibitor] | C: -16% | D: . | E: -12% | F: -2% | G: 0% | H: 0%
smiles: CCSc1nnc(-c2sc3nnc(-c4ccccc4)c(-c4ccccc4)c3c2N)o1
  A: 7% | B: -24% | C: ? | D: 27% | E: -6% | F: -18% | G: 1% | H: -14%
smiles: C[C@@H](C(=O)Nc1ccc2ccccc2c1)[C@@H]1C[C@@]1(C)[C@@H](NC(=O)c1ccncc1Cl)c1ccccc1
  A: -6% | B: -12% | C: -7% | D: . | E: -13% | F: 5% | G: -7% | H: -7%
smiles: Cc1ccc(C)c(NC(=O)C2Cc3ccccc3CN2C(=O)OCc2ccccc2)c1 (configuration not stated)
  A: -5% | B: 13%[10 µM] | C: -4% | D: 7% | E: -18% | F: -1% | G: -1% | H: -17%
smiles: CN(CC(=O)Nc1ccc(N2CCOCC2)cc1)Cc1cc(=O)n2ccsc2n1
  A: 4% | B: -17% | C: -3% | D: 9% | E: -2% | F: -8% | G: -1% | H: -13%
smiles: CCOC(=O)/C(C#N)=C/c1ccc(OCC(=O)Nc2ccc(OC)cc2)c(OC)c1
  A: -8% | B: -8%[10 µM] | C: -6% | D: 19% | E: -3% | F: 10% | G: -1% | H: ?
smiles: C[C@@H]1Cc2c(O)c(O)cc(O)c2C(=O)O1
  A: 25µM* | B: -34%[10 µM] | C: i | D: . | E: -21% | F: -4% | G: -7% | H: 32µM*
smiles: Cc1ccc(S(=O)(=O)c2nnn(-c3ccc(F)c(Cl)c3)c2N)cc1
  A: -10% | B: . | C: . | D: . | E: -8% | F: 1% | G: -2% | H: 1%
smiles: O=C(c1ccc(Cl)c(S(=O)(=O)N2CCCCCC2)c1)N1CCN(CCO)CC1
  A: 6% | B: 11% | C: i | D: . | E: -9% | F: -7% | G: -3% | H: -10%
smiles: CCCCc1ccc(NS(=O)(=O)N(C)C)cc1
  A: 1% | B: -1%[10 µM] | C: i | D: 3% | E: -11% | F: -3% | G: 1% | H: -3%
smiles: COc1ccc(/C=C/C2=NC(=C\N(C)C)/C(=O)O2)cc1
  A: 12% | B: -34% | C: -1% | D: 0% | E: ? | F: -4% | G: -7% | H: ?
smiles: COC(=O)c1cc(=O)n(-c2ccc(C(F)(F)F)cc2)[nH]1
  A: 7% | B: 15%[10 µM] | C: -2% | D: -22% | E: -13% | F: 10% | G: -5% | H: -4%
smiles: CCOc1nc(NCc2ccco2)nc(Nc2ccc(OC)cc2)n1
  A: ? | B: -30%[10 µM] | C: i | D: . | E: ? | F: 3% | G: -4% | H: ?
smiles: CCN(CC)S(=O)(=O)c1cccc(-c2n[nH]c(=S)n2C(C)COC)c1 (configuration not stated)
  A: 1% | B: -25% | C: -4% | D: . | E: -9% | F: -3% | G: -2% | H: -9%
smiles: CCOc1ccc(N2CCc3c(C)nc(SC)nc32)cc1
  A: 5% | B: 4%[10 µM] | C: i | D: -1% | E: -23% | F: -3% | G: -1% | H: ?
smiles: COc1ccc(OC2C=CC(C#Cc3ccc(C(C)(C)C)cc3)OC2CO)cc1 (configuration not stated)
  A: 5%[11.6 µM] | B: 14%[10 µM] | C: i[11.5 µM] | D: . | E: -28%[11.6 µM] | F: 7%[11.2 µM] | G: 1%[11.2 µM] | H: ?
smiles: COCCN1Cc2c(sc(C)c2C)N(C(=O)c2ccccc2)C1
  A: 3% | B: -26% | C: i | D: 1% | E: -12% | F: 1% | G: 2% | H: -12%
smiles: CCOc1ccc(NC(=O)CSc2oc(-c3ccc(F)cc3)nc2S(=O)(=O)c2ccc(C)cc2)cc1
  A: -21% | B: . | C: . | D: . | E: -23% | F: 5% | G: -1% | H: -6%
smiles: Cc1occc1-c1nnc(SCC(=O)c2ccc(F)cc2)n1Cc1ccco1
  A: ? | B: -3%[10 µM] | C: -12% | D: -23%[11.4 µM] | E: -16% | F: -16% | G: 0% | H: ?
smiles: CCCCC/S(CC1CC1(Cl)Cl)=N\S(=O)(=O)c1ccc(C)cc1 (configuration not stated)
  A: 0% | B: -6% | C: i | D: . | E: -6% | F: 0% | G: -3% | H: 8%

These rows are one share of the data (hit frequency here may not be typical).
